core dimer inh: blocks dimerization of HCV core protein | hit rate 0.33% among 300,000 | TR-FRET GST/Flag-core106 dimerization, 1536-well | inhibition, % at 5 µM;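 active = inhibition above the mean of all tested compounds plus 3 SD, set per screening campaign, cut at about 45% in these data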
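Material: Tagged HCV core106 pair (GST and Flag) | Amount: GST-core106 13.5 nM, Flag-core106 17 nM | Medium: KF-containing HEPES buffer, pH 7.45, DTT, CHAPS, BSA | Reagent: Eu donor and XL665 acceptor anti-tag antibodies | Schedule: 4 h at 22.5 °C | Technique: Time-resolved FRET, ex 340 nm, em 617 and 671 nm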
procasp3 activ: activators of human procaspase-3 | P42574 | hit rate 0.11% among 330,000 | activation, % at 8.5 µM | recombinant procaspase-3 D3A, Ac-DEVD-pNA absorbance 405 nm | AID 463141;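 active = activation above the mean of all tested compounds plus 3 SD, cut at about 21% in these data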;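 also: 0% = DMSO alone and 100% = DMSO wells spiked with extra 5 µM PC-3 D3A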
Target sequence (P42574 whole entry D9A/D28A/D175A): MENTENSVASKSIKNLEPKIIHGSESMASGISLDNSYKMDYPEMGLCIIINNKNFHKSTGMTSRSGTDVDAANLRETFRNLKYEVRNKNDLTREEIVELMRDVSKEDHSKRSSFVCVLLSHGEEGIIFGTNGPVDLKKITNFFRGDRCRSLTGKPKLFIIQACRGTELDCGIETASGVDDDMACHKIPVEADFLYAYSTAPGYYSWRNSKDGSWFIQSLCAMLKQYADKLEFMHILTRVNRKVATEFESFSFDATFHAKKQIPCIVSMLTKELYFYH
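Assay system: Procaspase-3 D3A mutant, all three cleavage aspartates alanine. Buffer or medium: Zinc-free HEPES saline buffer with Triton X-100. Times: 1 h compound preincubation, 2 h substrate hydrolysis at 25 °C. Measured by: 405 nm absorbance of p-nitroaniline, reads at 0 and 120 min. Read-out basis: percent activation relative to control range. Replicates: singlicate.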
procasp7 counter: counter-screen for procaspase-3 activators: activators of human procaspase-7; hit rate 0.093% among 330,000; AID 463210; recombinant procaspase-7, Ac-DEVD-pNA absorbance 405 nm; D23A/D198A/D206A triple mutant, cannot self-cleave; scale: DMSO 0, 5 µM enzyme 100; activation, % at 8.5 µM; P55210;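 active = percent activation above the screen-wide mean plus 3 SD, cut at about 25% in these data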
Target sequence (P55210 whole entry D23A/D198A/D206A): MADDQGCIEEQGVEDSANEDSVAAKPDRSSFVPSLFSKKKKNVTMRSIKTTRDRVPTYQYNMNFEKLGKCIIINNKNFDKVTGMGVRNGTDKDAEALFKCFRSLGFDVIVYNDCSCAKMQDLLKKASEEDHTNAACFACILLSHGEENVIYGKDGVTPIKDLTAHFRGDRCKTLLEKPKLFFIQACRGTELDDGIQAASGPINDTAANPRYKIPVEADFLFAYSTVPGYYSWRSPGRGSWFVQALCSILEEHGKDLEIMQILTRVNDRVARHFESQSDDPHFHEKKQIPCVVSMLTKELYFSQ
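Test system: Procaspase-7 triple mutant (PC-7 D3A). Also added: Ac-DEVD-pNA substrate, 400 µM as added. Schedule: 1 h enzyme–compound preincubation and 2 h substrate reaction, both 25 °C. Signal: p-Nitroaniline absorbance at 405 nm, read at 0 and 120 min. Control set: low DMSO alone, high DMSO plus 5 µM PC-7.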
JMJD2C inh: blocks human GASC-1 demethylase activity; Q9H3R0; GST-JMJD2C(1-420) H3K9me3 demethylation, DELFIA europium; inhibition, % at 2.35 µM; hit rate 0.069% among 330,000; AID 2099;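 active = more than half of a compound's replicate wells show inhibition beyond 50%, single wells judged on their own value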;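 also: signal counts dimethyl H3K9 product captured on neutravidin plate; 0% = median of DMSO wells and 100% = 0.3 times that DMSO median; strong numbers were not always called active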
CTSL1 counter: cathepsin L1 inhibition, PFM18AAP counter-screen. recombinant F. hepatica cathepsin L1, Z-Leu-Arg-MCA fluorescence. inhibition, % at 5.96 µM. hit rate 0.49% among 300,000;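 active = inhibition above the mean of all tested compounds plus 3 SD, set per screening campaign, cut at about 17% in these data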;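 also: 0% = plate median of test compound wells and 100% = 1 µM Z-Phe-Ala-diazomethylketone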
PP5 inh: inhibitors of human protein phosphatase 5 (PP5) | P53041 | purified PP5c, OMFP substrate fluorescence | inhibition, % at 6.7 µM | hit rate 0.18% among 320,000;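 active = inhibition above the campaign's mean inhibition across all tested compounds plus 3 SD, cut at about 9.5% in these data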;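 also: 0% = DMSO only and 100% = 100 µM cantharidin control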
Target sequence (P53041 whole entry, looked up): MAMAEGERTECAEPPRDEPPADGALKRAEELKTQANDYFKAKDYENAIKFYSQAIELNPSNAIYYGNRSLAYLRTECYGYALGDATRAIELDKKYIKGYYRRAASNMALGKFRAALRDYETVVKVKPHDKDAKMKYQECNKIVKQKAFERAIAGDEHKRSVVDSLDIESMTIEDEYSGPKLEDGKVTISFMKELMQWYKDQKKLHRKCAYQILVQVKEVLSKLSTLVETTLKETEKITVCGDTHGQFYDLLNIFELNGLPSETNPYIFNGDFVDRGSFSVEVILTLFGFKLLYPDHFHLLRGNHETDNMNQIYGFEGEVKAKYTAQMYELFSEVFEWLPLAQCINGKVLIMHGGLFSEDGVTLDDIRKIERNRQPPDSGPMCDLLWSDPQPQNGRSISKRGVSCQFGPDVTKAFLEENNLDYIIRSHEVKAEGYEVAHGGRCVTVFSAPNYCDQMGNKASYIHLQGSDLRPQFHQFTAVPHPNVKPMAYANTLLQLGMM
Efflux pump inh: antifungal efflux pump inhibition, Nile Red retention; S. cerevisiae Candida pump triplex; inhibition, % at 10 µM; hit rate 0.44% among 330,000; AID 485275;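 active = plate passing quality check with inhibition over a set limit, or well fluorescence over plate mean plus 4 SD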;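 also: Nile Red retained in pooled yeast measured as flow cytometry median fluorescence; 0% = buffer negative control and 100% = Enniatin B positive control; higher means more Nile Red kept so more efflux inhibition; some compounds called inactive have numbers as strong as hits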
TPT1 inhibitor: inhibitors of Candida albicans tRNA 2'-phosphotransferase TPT1; recombinant caTPT1, FP RNA substrate dephosphorylation; hit rate 0.81% among 300,000; inhibition, % at 5 µM; AID 1962;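 active = inhibition above the mean of all tested compounds plus 3 SD, set per screening campaign, cut at about 24% in these data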;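 also: plate controls were DMSO alone for no effect and ferristatin control at 100 nM for full effect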
PP1 inh: counter-screen for PP5 inhibitors: inhibitors of human PP1-alpha | inhibition, % at 6.7 µM | hit rate 0.9% among 320,000 | P62136 | purified PP1alpha, OMFP fluorescence;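 active = inhibition above the mean inhibition of all tested compounds plus 3 SD, computed separately for each screening campaign, cut at about 15% in these data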
* hit, by the source's call; · = no result given.

Under each structure: core dimer inh	procasp3 activ	procasp7 counter	JMJD2C inh	CTSL1 counter	PP5 inh	Efflux pump inh	TPT1 inhibitor	PP1 inh
1) Cc1c(C)c2ccc(OCC(=O)N3CC[C@@]4(O)CCCC[C@H]4C3)cc2oc1=O
→ -2	6	-3	·	1	1.4	-0.1	-6	12
2) Cc1nn2c(N3CCOCC3)c3c(nc2c1-c1ccccc1)CCCC3
→ 5	1	-5	0	3	0.0	-0.1	1	1
3) CCCc1ncc(C(O)c2cccc(OC)c2)n1C (configuration not stated)
→ 3	4	5	-8	-8	3.3	0.2	1	-9
4) Cc1cc(Cl)ccc1NC(=S)NCC(C)C
→ -7	-16	5	-1	-2	0.7	0.0	-3	2
5) O=C(CCNC(=O)c1ccc([N+](=O)[O-])cc1)Nc1ccc(F)cc1
→ -10	-2	-2	8	-5	2.3	0.4	-3	3
6) CCc1ccccc1NC(=O)c1cc(-c2ccco2)on1
→ 12	6	-4	-8	-3	1.5	0.2	0	-5
7) Cn1c(SCC(=O)NC(=O)c2cccc([N+](=O)[O-])c2)nnc1-c1ccc(F)cc1
→ 6	-1	-1	-1	-2	-0.3	0.0	0	-3
8) CCN1C(=O)/C(=C\c2ccc3c(c2)OCO3)C(C(=O)OC)=C1C
→ 1	7	-7	-2	0	1.5	-0.3	3	1
9) CCOc1c2ccc(C(=O)NC3CCCc4ccccc43)cc2nn1CC (configuration not stated)
→ -4	0	-3	16	1	3.9	·	-1	1
10) O=C(O)C1CCN(S(=O)(=O)c2cccc3nsnc23)CC1
→ 2	2	0	3	3	1.3	0.1	-1	-1
11) O=C(NN=C1C2CC3CC1CC(Cl)(C3)C2)c1ccccn1
→ 4	-1	2	-5	-4	0.5	0.0	1	1
12) N#Cc1ncccc1CCc1cccc(Cl)c1
→ 2	3	7	0	0	0.6	-0.1	-2	-2
13) Cc1ccccc1C(=O)N1N=C(c2ccc(NS(C)(=O)=O)cc2)CC1c1cccs1 (configuration not stated)
→ -9	4	10	-2	3	3.2	-0.1	-5	3
14) C#CCn1c(=NC(=O)c2cccs2)sc2cccc(OCC)c21
→ 29	11	7	2	0	2.3	0.2	-3	-3
15) CC(C)C[C@H](NC(=O)OC(C)(C)C)C(=O)N/N=C/C1=Cc2ccccc2OC1C (some centres not stated)
→ 0	5	3	-8	7	7.4	0.7	0	11
16) COc1ccc2cc(C(C)=O)c(=O)oc2c1
→ -6	0	1	-7	-1	1.9	0.2	2	0
17) O=C(CN1C(=O)NC2(CCCCC2)C1=O)Nc1ccc(Cl)cc1
→ ·	1	17	2	·	·	0.1	·	·
18) COc1cc(-c2cc(N)n(S(=O)(=O)c3ccc(F)cc3)n2)cc(OC)c1OC
→ 14	5	3	6	4	-0.6	-0.5	-2	2
19) Cn1c(SCc2ccc(F)cc2)nnc1-c1cnccn1
→ 4	-16	4	-5	-6	0.0	0.0	-2	-5
20) O=C(O/N=C1/CCCc2occc21)c1ccc(Cl)cc1Cl
→ 5	-2	13	-2	0	0.5	0.0	-2	1
21) CC(=O)Nc1nc2nc(-c3ccccc3)cc(-c3ccccc3)n2n1
→ 5	-2	1	-7	3	2.6	-0.1	1	2
22) CCN(CC)S(=O)(=O)c1ccc(Cl)c(OC)c1
→ 1	-5	-12	-4	-3	0.0	0.0	-2	-3
23) COC(=O)c1cccc(NC(=O)CSc2nnnn2C)c1
→ 2	-1	0	9	2	-1.4	-0.1	0	-3
24) Cn1c(=O)c2c(ncn2CC(=O)OCCCC(=O)c2ccc(Br)cc2)n(C)c1=O
→ ·	9	-8	-3	·	·	-0.2	·	·
25) CC1(C)C(C=C(Cl)Cl)C1C(=O)Nc1ccc(S(=O)(=O)Nc2ncccn2)cc1 (configuration not stated)
→ 3	-1	-1	5	3	0.1	-0.1	4	-2
26) CCCN1CCN(CCCNC(=O)c2ccc3nc(N4CCCCC4)sc3c2)CC1
→ 2	11	0	-16	0	0.8	0.1	-5	-3
27) COc1ccc(C(C(=O)NC2CCCC2)N(Cc2cccs2)C(=O)c2ccn[nH]2)cc1OC (configuration not stated)
→ 2	0	9	-1	-5	-1.1	-0.1	-2	2
28) COCCn1cnc2c(c1=O)c1nc3ccccc3nc1n2/N=C/c1cccc(OC)c1
→ 0	10	11	-1	4	0.3	0.1	3	-7
29) Cc1cc(C)nc(SCC(=O)N/N=C/c2cc(C)n(-c3ccccc3C)c2C)n1
→ 5	3	-1	-2	1	2.0	0.3	0	2
30) Cc1ccc(-c2cc(C(F)(F)F)n3nc(C(=O)N4CCN5CCCC5C4)cc3n2)cc1 (configuration not stated)
→ 8	-1	3	-10	-1	0.5	0.6	-4	-1
31) COc1ccc2c(c1)cc1c(=O)n(CC(=O)NCCCOC(C)C)nc(C)n12
→ -2	-3	2	-18	1	-1.9	-0.1	0	-2
32) CCn1cc([N+](=O)[O-])c(C(=O)N2N=C(c3cccc4ccccc34)CC2c2ccccc2O)n1 (configuration not stated)
→ 35	7	2	-3	8	8.3	0.0	1	7
33) O=S(=O)(Nc1nc2c(s1)CCCC2)c1ccc2ccccc2c1
→ 17	-10	0	0	-3	1.3	0.0	-7	4
34) Cc1nn(Cc2ccc(Cl)cc2Cl)c(Cl)c1/C=N/NC(=O)CNc1cccc(C(F)(F)F)c1
→ 9	0	2	-6	0	0.6	0.0	-1	-3
35) Cc1csc(NC(=O)[C@@H]2CCCN2C(=O)c2cccs2)n1
→ 1	3	4	4	0	0.2	0.0	-1	-4
36) CC(C)Cc1nnc(NC(=O)CCC(=O)N2CCN(c3ccc(Cl)cc3)CC2)s1
→ 8	1	-6	4	-4	0.8	0.0	-1	-4
37) Cc1ccc(CC(=O)Nc2cccc(C#N)c2)cc1
→ -11	6	9	6	4	1.6	0.0	-3	-3
38) Cc1sc(/N=C/c2c(O)ccc3ccccc23)c(C#N)c1C
→ 2	5	-5	0	-1	1.9	0.1	-9	-1
39) COc1ccccc1N1C(=O)CC(Sc2nc(C)cc(C)n2)C1=O (configuration not stated)
→ -1	-15	-2	8	1	2.4	-0.1	-1	-4
40) CCc1ccc(CNC(=O)c2cc3c(C)nc4ccccc4c3o2)cc1
→ 35	4	10	17	3	1.1	-0.1	-4	0
41) CC1CC(=O)N(c2ccc(N(C)Cc3ccccc3)c([N+](=O)[O-])c2)C1=O (configuration not stated)
→ -8	5	-2	-15	2	3.7	0.2	-4	0
42) O=C(NCCCn1ccnc1)c1ccc(Br)cc1
→ -2	3	3	-3	-2	2.4	0.0	-5	2
43) C/C(N)=C(/C#N)C(=O)COC(=O)C1=NN(c2ccccc2)C(=O)CC1
→ 5	5	7	-18	-15	-1.4	-0.2	-3	6
44) CC1(C)Cc2c(sc(/N=C/N3CCCC3)c2C#N)C(C)(C)N1
→ -5	-4	5	6	2	-2.4	0.0	-2	-3
45) O=C(O)CCC(=O)NCC1OCCc2ccccc21 (configuration not stated)
→ 4	8	0	-1	-7	1.1	0.1	-2	2
46) CCCCc1cc(=O)oc2cc(C)cc(OCC(=O)NCc3ccncc3)c12
→ 9	3	-3	0	3	1.1	-0.2	0	0
47) COc1ccc2[nH]c(=O)c(CN(Cc3cccs3)S(=O)(=O)c3cccc4nsnc34)cc2c1
→ 11	7	-1	-14	-2	0.8	0.5	0	-1
48) CC(=O)C1=C(O)C(=O)N(c2ccc(O)cc2)C1c1ccc([N+](=O)[O-])cc1 (configuration not stated)
→ 3	-6	3	4	-2	-1.8	0.1	3	6
49) COc1ccc(-c2cc(-c3n[nH]c(=S)n3-c3ccccc3Cl)[nH]n2)cc1
→ 2	-14	-1	-24	0	0.9	0.0	2	1
50) COc1ccc(CCNC(=O)[C@@H](NC(=O)N2CCn3c2nc2ccccc23)C(C)C)cc1OC
→ -8	4	7	54	-1	-1.8	0.0	3	-2
51) COc1ccc(/C=C(/NC(=O)c2cccc([N+](=O)[O-])c2)C(=O)O)cc1OC
→ 0	6	-7	-32	-2	1.3	0.0	-3	2
52) COc1ccc(NC(=O)Cn2nnc(C(=O)Nc3ccc(F)c(Cl)c3)c2N)cc1
→ 2	0	3	-15	-1	-1.8	-0.1	-1	14
53) CCN1c2ccccc2-c2nc3ccccc3n2C1c1ccco1 (configuration not stated)
→ 4	8	14	0	2	4.6	0.1	-6	2
54) CC(CNC(=O)COc1ccccc1)OC(=O)Nc1cccc(Cl)c1 (configuration not stated)
→ 0	10	-1	-10	5	2.7	-0.1	-3	-2
55) Cc1ccc(S(=O)(=O)N2CCOCC2)cc1NC(=O)CNCC1CCCCC1
→ 1	5	4	43	-2	0.6	0.1	0	-1
56) CCN(CC)CCCNC(=O)C1c2ccccc2C(=O)N1Cc1ccc(C)cc1 (configuration not stated)
→ 3	4	1	-1	1	-0.1	0.0	-4	-6
57) CCOc1ccc(NC(=O)CN(C)C(=O)c2cn(-c3ccc(F)cc3)nc2-c2cccc(OC)c2)cc1OCC
→ 3	11	2	-1	-1	4.2	0.0	-2	-3
58) CC(=O)Nc1ccc(S(=O)(=O)N2CCN3CCCC3C2)cc1 (configuration not stated)
→ 1	3	-2	-2	0	0.0	0.0	-3	-3
59) O=C(CSc1ccc2ccccc2n1)c1ccccc1
→ 1	-16	-1	-43	-1	-1.3	0.6	2	0
60) COc1ccc(NC(=O)CSc2nnc(Cc3cccn3C)n2-c2ccc(C)cc2)cc1OC
→ 3	1	-3	-26	-2	5.3	6.7*	-1	-1

Structures above shown as hits in Efflux pump inh.
| nr | SMILES | core dimer inh | procasp3 activ | JMJD2C inh | PP5 inh | Efflux pump inh | TPT1 inhibitor |
| --- | --- | --- | --- | --- | --- | --- | --- |
| 60 | COc1ccc(NC(=O)CSc2nnc(Cc3cccn3C)n2-c2ccc(C)cc2)cc1OC | 3 | 1 | -26 | 5.3 | 6.7* | -1 |

Following part
Under each structure: core dimer inh	procasp3 activ	procasp7 counter	JMJD2C inh	CTSL1 counter	PP5 inh	Efflux pump inh	TPT1 inhibitor	PP1 inh
61) CCOc1ccc(C(=S)NC2CCCCC2)cc1OCC
→ 0	-10	-15	5	-2	3.9	0.1	-4	-3
62) COc1ccc(NC(=O)CN2CCN(S(=O)(=O)c3ccc(Cl)cc3)CC2)cc1Cl
→ -1	-5	1	0	2	6.8	0.2	2	1
63) C=CCNC(=O)/C(C#N)=C/c1cn(-c2ccccc2)nc1-c1cccs1
→ 8	-13	-23	-8	1	4.1	-0.2	-4	1
64) Cc1cn(Cc2ccccc2)c(=O)[nH]c1=O
→ -7	4	14	-5	-1	3.4	0.1	0	-4
65) O=C1CCCC(O)=C1N=Nc1cccc(C(=O)O)c1
→ -10	3	-15	-2	1	4.2	0.3	4	-6
66) O=C(CNC(=O)c1ccc2c(c1)OCO2)NCCOc1ccc(Cl)cc1
→ ·	2	-5	10	·	·	0.0	·	·
67) O=S(=O)(c1ccc(F)cc1)N1CCN(C(=S)NC2CC2)CC1
→ ·	8	10	-1	·	0.5	0.3	·	1
68) O=C(CNC(=O)c1ccccc1)N/N=C/c1cccs1
→ -1	4	-6	0	0	1.5	-0.1	0	-2

Screens (PubChem)
